MBD2 inh: blocks human MBD2 binding to methylated DNA. actives 0.31% (n = 370,000). TR-FRET, MBD2 binding to methylated oligonucleotide. Q9UBB5. inhibition, % at 4.4 µM; in the data active = inhibition above about 13%
LEDGF integ inh: blocks HIV-1 LEDGF/p75-dependent DNA integration | TR-FRET IN-LEDGF/p75 DNA integration, Eu/Cy5 | inhibition, % at 3.7 µM | actives 0.64% (n = 370,000) | AID 743269;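 active = inhibition above the screen-wide mean plus 3 SD, cut at about 13% in these data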;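 note: signal is the Cy5 over europium emission ratio at 671 and 618 nm; 0% = plate median of compound wells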
NR1D1 modulator: modulates human Rev-erb alpha binding to DNA; Rev-erbα–FITC-DNA binding, fluorescence polarization, 90 min; activity, % at 10 µM; actives 0.79% (n = 370,000); AID 1259318;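 active = activity above about 14%, limit read from the data; passing the limit was not always enough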;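 note: 0% = DMSO wells with 35 nM protein and 100% = DMSO wells with 750 nM protein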
rCAG binder: molecules binding r(CAG) RNA repeats | r(CAG) RNA repeat, TO-PRO-1 dye displacement fluorescence | inhibition, % at 3 µM | actives 1.3% (n = 370,000) | AID 651821;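 active = inhibition above the plate cutoff, the mean of all test compounds on that plate plus 3 SD, cut at about 35% in these data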;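 note: 0% = DMSO alone and 100% = 100 µM mitoxantrone as full dye displacement; higher means more dye released from RNA so lower well fluorescence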
TCR CD3 inh: human TCR-CD3 binding inhibition | inhibition, % at 9.4 µM | TAMRA-labeled TCR probe fluorescence, biochemical | actives 0.37% (n = 360,000); in the data active = inhibition above about 19%;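 note: recombinant mutant TCR 2C K166C tagged with TAMRA read by polarization; 0% = receptor in buffer alone and 100% = receptor with positive control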
UHRF1 binding: UHRF1 methyl-DNA binding inhibition; Q96T88; UHRF1 binding to methylated oligo, TR-FRET; inhibition, % at 4.4 µM; actives 0.75% (n = 370,000); in the data active = inhibition above about 21%;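 note: UHRF1 SRA domain binding a hemimethylated CpG hairpin DNA probe; 0% = median of test compound wells and 100% = reference inhibitor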
Target sequence (Q96T88 whole entry, looked up, the tested form may be a part): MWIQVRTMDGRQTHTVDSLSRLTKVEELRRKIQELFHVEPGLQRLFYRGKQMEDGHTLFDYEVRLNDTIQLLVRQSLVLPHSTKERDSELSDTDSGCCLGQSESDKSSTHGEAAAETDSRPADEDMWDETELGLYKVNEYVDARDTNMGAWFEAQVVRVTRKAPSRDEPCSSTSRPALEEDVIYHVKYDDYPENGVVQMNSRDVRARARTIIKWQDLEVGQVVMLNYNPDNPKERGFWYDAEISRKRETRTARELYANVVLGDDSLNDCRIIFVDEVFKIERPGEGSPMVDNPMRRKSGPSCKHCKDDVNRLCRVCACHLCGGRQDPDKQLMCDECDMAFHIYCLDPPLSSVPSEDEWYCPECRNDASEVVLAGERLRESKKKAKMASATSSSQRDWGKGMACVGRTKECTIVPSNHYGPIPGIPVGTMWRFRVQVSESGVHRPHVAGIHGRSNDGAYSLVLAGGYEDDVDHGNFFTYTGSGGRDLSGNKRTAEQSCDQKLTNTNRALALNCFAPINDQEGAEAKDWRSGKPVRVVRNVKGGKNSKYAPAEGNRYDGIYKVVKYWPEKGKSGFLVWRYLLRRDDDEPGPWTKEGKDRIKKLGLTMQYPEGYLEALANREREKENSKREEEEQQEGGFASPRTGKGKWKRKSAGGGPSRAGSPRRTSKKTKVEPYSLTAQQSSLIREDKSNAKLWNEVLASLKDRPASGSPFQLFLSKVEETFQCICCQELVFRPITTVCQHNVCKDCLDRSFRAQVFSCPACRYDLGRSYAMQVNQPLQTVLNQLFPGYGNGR
PG9 binder: binds the HIV-1 gp120 antibody PG9. AID 624416. actives 0.43% (n = 360,000). inhibition, % at 6.7 µM. TR-FRET gp120-PG9 antibody binding; in the data active = inhibition above about 8.5%
HTRA1 inh: inhibitors of human serine peptidase HTRA1; Q92743; recombinant HTRA1, FP-rhodamine activity-based probe, fluorescence polarization; inhibition, % at 5.96 µM; actives 0.5% (n = 340,000); in the data active = inhibition above about 36%;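 note: 0% = enzyme with DMSO and 100% = wells lacking enzyme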
PRMT1 FP inh: PRMT1 (human) inhibition, primary screen; Q99873; recombinant PRMT1, activity-based probe fluorescence polarization; inhibition, % at 2.79 µM; AID 652257; actives 1.3% (n = 370,000);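 active = inhibition above about 21% made by adding two undisclosed values, limit read from the data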
ABHD4 inh: ABHD4 (mouse) inhibition, primary FP screen | Q8VD66 | purified mABHD4, FP-Rh probe fluorescence polarization | inhibition, % at 8.92 µM | actives 0.54% (n = 370,000);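 active = inhibition exceeding the mean over every tested compound plus 3 SD, cut at about 30% in these data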;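 note: 0% = plate median of compound wells and 100% = S159A mutant with DMSO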
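Assay system: mABHD4 protein; medium: HEPES pH 7.0, NaCl, Pluronic buffer; dosing: 8.92 µM, single dose; schedule: 45 min + 60 min at 25 °C; signal: FP readout, ex 525 nm / em 598 nm; read-out: normalized percent inhibition of probe labeling; repeats: single replicate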
Numbers without * were called inactive; . = no result given. Some of the compounds tested; count on the stated rates, not on these rows.

SMILES	MBD2 inh	LEDGF integ inh	NR1D1 modulator	rCAG binder	TCR CD3 inh	UHRF1 binding	PG9 binder	HTRA1 inh	PRMT1 FP inh	ABHD4 inh
Cc1ccc(C)c(C(C)NC(=O)C2CCCO2)c1 (stereo unspecified)	0	8	-6	-4	4	-1	0.3	-5	-2	7
CC(=O)NC(CC(=O)NC(C)c1ccc(Cl)cc1Cl)c1ccccc1 (stereo unspecified)	-2	2	-4	-2	5	1	-0.9	3	1	1
Cc1cnc2cc([N+](=O)[O-])ccc2n1	0	-4	0	-1	7	0	-3.5	6	-1	0
Cc1cc(-c2ccccc2)nc(-c2ccccc2)c1C	5	8	2	-4	0	-1	0.9	-3	-3	3
Nc1nc(SCC(=O)N2N=C3/C(=C\c4ccco4)CCCC3C2c2ccco2)n[nH]1 (stereo unspecified)	-6	2	-2	16	5	-1	-0.5	-5	5	6
COc1ccc(-c2csc(NC(=O)CN3C(=O)CCC3=O)n2)c(OC)c1	1	5	-7	0	9	-7	0.3	2	-2	-2
CCN1CCN(c2ccc(S(=O)(=O)N3CCOCC3)cc2NC(=O)CCOc2ccccc2)CC1	7	1	3	-8	0	3	-0.2	-1	1	2
Cc1cc(OCC(=O)N(C)c2c(N)n(Cc3ccccc3)c(=O)[nH]c2=O)c(C(C)C)cc1Cl	1	4	-3	2	0	-3	0.6	1	0	0
COc1ccc(CC(=O)NCCS(=O)(=O)N2CCN(c3ccc(F)cc3)CC2)cc1OC	-2	-2	6	1	6	-1	0.7	-1	-2	-3
Cc1cc(S(=O)(=O)N2CCCC2)ccc1OCC(=O)NCc1ccco1	8	6	-7	0	-1	5	0.9	3	9	-6
C#CCOCCOCCOCCNc1nc(N2CCN(C(=O)[C@H](CC(N)=O)n3cc([C@@H](N)C(C)C)nn3)CC2)nc(N2CCN(C(=O)[C@H](CC(N)=O)n3cc([C@@H](N)C(C)C)nn3)CC2)n1	1	-3	-3	-5	3	8	2.6	-1	-3	0
Cn1c(N)c(C(=O)COC(=O)C2CCC(C(C)(C)C)CC2)c(=O)n(C)c1=O (stereo unspecified)	2	-1	-4	-1	3	0	-3.1	-27	0	-15
O=C(COc1ccc([N+](=O)[O-])cc1)Nc1ccc(S(=O)(=O)N2CCOCC2)cc1	-9	7	-3	4	-6	0	-3.4	3	-1	-15
COc1ccccc1CCN1CCCC(CN(C)C(=O)CCC(N)=O)C1 (stereo unspecified)	-2	4	3	-3	-9	-3	1.8	5	-2	2
O=C1c2ccccc2C(=O)N1CCc1c[nH]c2ccc(O)cc12	2	-7	3	-1	-1	2	-4.8	10	6	-2
Cn1c(SCC(=O)N2CCOCC2)nnc1-c1ccccc1	-7	7	0	2	0	0	0.0	-1	-3	-6
CN1CCN(CCCNC(=O)c2ccc(Cn3c(=S)[nH]c4ccc(Br)cc4c3=O)cc2)CC1	5	-4	-10	-1	-4	-1	-0.5	5	1	-1
Cc1ccc(NC(=O)N2CCCC(C(=O)O)C2)cc1 (stereo unspecified)	3	0	1	-1	3	-2	-0.1	6	-4	-7
O=C(c1ccccc1)c1ccc2nc(Nc3ccccc3)c3nncn3c2c1	-4	3	3	4	-2	-1	-1.6	-9	-4	-6
CCOc1ccc(OCCOC(=O)CNC(=O)c2ccc(Cl)cc2Cl)cc1	-1	0	-1	-8	1	1	-0.2	-10	-6	-5
O=C(c1ccco1)N1CCN(CCCCOc2ccc(F)cc2)CC1	-1	3	1	-1	-2	-2	-1.1	-4	0	-2
Cc1ccc(CSc2nsc(C)c2C#N)cc1	-1	3	2	-2	-3	3	-1.4	-16	1	-7
O=C1CCN(C(=O)CSc2ccc(Cl)cc2)N1	9	2	0	-1	-4	7	-0.6	5	5	0
COc1ccc(CN2CCNC(=O)C2CC(=O)NC2CCCCCC2)cc1C (stereo unspecified)	-2	0	4	-2	-2	-1	0.8	1	3	7
O=C(c1ccncc1)N1c2ccccc2Sc2ccccc21	2	1	-2	-3	-6	3	-1.9	-6	9	-11

Further structures.
SMILES	MBD2 inh	LEDGF integ inh	NR1D1 modulator	rCAG binder	TCR CD3 inh	UHRF1 binding	PG9 binder	HTRA1 inh	PRMT1 FP inh	ABHD4 inh
CN(c1ccc(C(=O)NCc2ccccn2)cc1)S(C)(=O)=O	-8	5	-1	-1	5	-2	-1.6	-4	-3	10
Cc1cc(N2CCN(C(=O)OC(C)(C)C)C[C@@H]2C)ccc1N1C[C@@H](C)O[C@@H](C)C1	2	3	4	0	11	-4	-1.9	.	-3	0
Cn1c(=O)c2c(ncn2CC(=O)N(Cc2ccccc2)c2ccccn2)n(C)c1=O	3	-1	-1	0	-5	1	0.0	-4	2	1
CC(=O)N1CCc2cc([N+](=O)[O-])ccc21	-5	-3	-5	3	10	-5	1.4	6	0	-3
CCn1c(C)nnc1SCC(=O)Nc1ccc(C(C)=O)cc1	-4	1	6	0	1	-1	-1.5	3	0	-3
O=c1[nH]c(N/N=C/c2ccccc2)nc2ccccc12	-2	-2	-1	12	0	-3	-1.9	-2	-1	3
CSC1=N/C(=C\c2ccc(F)cc2)C(=O)S1	-3	5	.	4	-1	4	1.1	1	9	6
COc1ccccc1NC(CC(=O)c1ccccc1)C(=O)OCC(=O)c1ccc(C)cc1 (stereo unspecified)	-2	0	-5	-1	-4	1	-0.3	-3	16	2
O=c1[nH]c2ccccc2n2cnnc12	1	-1	3	-2	-3	1	-2.1	.	2	1
CCCCCCCCN1C(=O)[C@@H](CC(=O)N2CCOCC2)C[C@@]2(C(=O)OC)C1=C[C@H](C(C)C)O[C@@H]2C1CC1	2	3	7	1	.	-1	.	.	-4	-12
CC1CCCCN1S(=O)(=O)c1ccc(S(=O)(=O)NCCc2ccncc2)cc1 (stereo unspecified)	4	0	0	-4	-4	11	-0.3	-7	-4	3
C=C(C)C1CC=C(C)/C(=N/NC(=O)COc2ccccc2Cl)C1 (stereo unspecified)	-3	4	0	-3	2	-1	0.2	2	-2	-3
Cn1nc(C(=O)Nc2nc(-c3ccc(F)cc3)cs2)ccc1=O	0	2	4	-1	4	-3	-2.5	0	-2	0
Cc1nnc(-c2ccccc2)c(=O)n1/N=C/c1c(O)ccc2ccccc12	-4	-6	18	16	5	-2	-0.9	37*	-5	9
O=C(NCCN1CCN(C(=O)NC2CCCCC2)CC1)NC1CCCCC1	6	-4	0	-4	-1	-1	-0.5	-3	-2	-2
COc1cccc(N2CCN(CC(=O)NC(=O)NCc3ccco3)CC2)c1	6	-2	-28	6	9	7	-2.5	8	5	-2
COCCNC(=O)c1cccc(NS(=O)(=O)c2cccc3cccnc23)c1	-5	0	0	0	3	0	-1.9	-1	-5	5
Cn1c(=NC(=O)CS(=O)(=O)c2ccccc2)sc2cc([N+](=O)[O-])ccc21	9	-1	6	1	-3	-1	4.5	-5	2	4
CCC(CC)C(=O)NCc1ccccc1Cl	-5	4	1	0	5	-7	0.6	7	-2	1
O=C1Nc2cc(C(=O)N3CCOCC3)ccc2S/C1=C/c1ccccc1F	3	-3	-4	2	1	-1	-0.5	-10	-1	0
N#Cc1ccccc1Cn1cc(/C=C/[N+](=O)[O-])c2ccccc21	2	-5	3	11	-4	1	-0.5	-26	2	-2
CCOc1ccc(Cc2n[nH]c(=S)n2N)cc1	-1	-2	1	0	0	-4	0.1	-5	-2	7
Fc1ccc(CO/N=C/C2=C(Cl)c3ccccc3CC2)cc1	0	-3	-2	0	0	-1	-1.5	-2	0	-3
CNCCCC1Sc2ccccc2Oc2ccccc21 (stereo unspecified)	-1	4	-3	13	3	2	0.3	0	-3	16
CC(=O)c1ccc(NS(=O)(=O)c2ccc3ccccc3c2)cc1	-5	-1	-3	3	5	2	0.6	5	0	2

Some of these compounds in order of molar mass, highest first.
SMILES	MBD2 inh	LEDGF integ inh	NR1D1 modulator	rCAG binder	TCR CD3 inh	UHRF1 binding	PG9 binder	HTRA1 inh	PRMT1 FP inh	ABHD4 inh
N#Cc1ccccc1Cn1cc(/C=C/[N+](=O)[O-])c2ccccc21	2	-5	3	11	-4	1	-0.5	-26	2	-2
CCOc1ccc(Cc2n[nH]c(=S)n2N)cc1	-1	-2	1	0	0	-4	0.1	-5	-2	7
CCC(CC)C(=O)NCc1ccccc1Cl	-5	4	1	0	5	-7	0.6	7	-2	1

Remaining list, next part
SMILES	MBD2 inh	LEDGF integ inh	NR1D1 modulator	rCAG binder	TCR CD3 inh	UHRF1 binding	PG9 binder	HTRA1 inh	PRMT1 FP inh	ABHD4 inh
Cc1ccc(-c2cc(C(=O)NCc3ccccn3)c3ccccc3n2)cc1	-2	-2	-2	1	4	-2	0.3	-12	4	-15
CN(C)C1=NCCN1CCCC1CCCCC1	-3	2	-4	2	2	-3	1.0	4	0	3
Cn1nnc2cc(C(=O)Nc3ccccc3F)ccc21	3	-4	-3	-1	-2	2	-1.1	3	4	0
CCCOc1ccccc1/C=N/NC(=O)C1CC1	-2	0	-5	-4	-7	-2	-0.4	1	0	0
NS(=O)(=O)c1ccc(NC(=O)COC(=O)C2(c3ccc(F)cc3)CCCC2)cc1	-2	0	0	18	10	1	-0.8	-22	0	-7
Cc1ccc(/C=C/C(=O)Nc2ccccc2C(N)=O)cc1	2	-2	9	0	0	-1	0.4	-10	0	-4
CSc1ccccc1OCc1cc(C(=O)NCCn2ccnc2C)no1	-4	2	-2	1	15	-3	-0.3	1	-3	0
CC1(C)CC(=O)C=C(c2n[nH]nc2C2CC2)C1	0	-4	5	1	4	0	-1.2	4	-1	-3
O=C(Nc1ccon1)c1nc[nH]c1C(=O)N1CCN(c2ccccc2)CC1	1	-3	-5	-3	-2	0	-0.7	2	2	1
Cc1cc(=O)oc2cc(OCC(=O)OCC(=O)NC3CC3)ccc12	2	0	-1	-4	0	1	1.5	-5	2	5
O=C(CN1C(=O)CCC1=O)Nc1nc(-c2cccs2)cs1	-1	1	2	6	6	-4	-2.0	7	2	0
CC(/C=C1\SC(=S)N(NC(=O)c2cccc(O)c2)C1=O)=C\c1ccccc1	-2	3	-2	40*	-2	0	0.3	-42	-1	-57
O=C(CN1CCCCC1)N1CCc2ccccc21	1	0	0	-3	-3	3	-1.9	0	-1	0
CCCn1nc(C(=O)NNC(=O)c2ccc(C)c(C)c2)c2ccccc2c1=O	2	0	-1	1	1	-3	-0.6	-1	-4	-7
CC(=O)Nc1ccc2nc3c(=O)n(C)c(=O)n(C)c3nc2c1	-6	5	-6	-2	13	-2	-3.9	10	19	10
COc1cc(C(=S)N2CCCC2)ccc1OCC(N)=O	7	-4	-3	-2	-2	4	-1.5	4	2	6
CCCCn1nc2cc(C(=O)NCC34CC5CC(CC(C5)C3)C4)ccc2c1OCC	0	-5	0	-4	4	-4	1.0	-40	0	15
CCOC(=O)C1CCCN(CCC(=O)Nc2ccccc2C)C1 (stereo unspecified)	-5	2	1	-2	-2	6	-1.3	8	-1	-5
COc1ccc(NC2CCCN(C(=O)C3(C)CCCCC3)C2)cc1 (stereo unspecified)	0	0	5	-6	-4	-7	-0.2	5	1	-4
CCN(C(=O)c1c(OC)cccc1OC)c1nnc(-c2cccnc2)s1	3	-3	2	-4	3	5	0.5	0	1	-1
CCOc1ccc(NC(=O)C2CCN(c3nnnn3-c3ccccc3)CC2)cc1	-5	2	-1	1	-7	4	1.0	-5	-2	-9
CCc1ccc(-n2c(=O)c3ccccc3n3c(=S)[nH]nc23)cc1	-5	1	-4	0	-8	-1	-0.9	5	-2	2
COC(C[C@@H](O)CC(=O)[C@H](C)OCc1ccccc1)OC	-3	-1	-5	-1	4	1	0.6	2	-4	0

Screens as filed in PubChem.
